# E-sel inducer: E-selectin induction on HUVECs; HUVEC E-selectin immunofluorescence imaging; normalized: neutral wells 0, TNF-alpha wells 100; activation, % at 7.58 µM; actives 0.37% (n = 260,000); AID 686992;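 active = mean E-selectin-positive cell signal at least 10% of the positive control, reached in at least 60% of replicates, without over 20% cell loss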;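 note: in these data hits start at about 27%; measured in HUVEC primary endothelial cells; signal is the percent of cells scored E-selectin positive by PE staining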
#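 Assay system: HUVEC primary endothelial cells. Input: 3,000 HUVEC seeded per well. Doses: one compound dose added by pin transfer. Read-out basis: % PE-positive cells. Benchmarks: TNF-alpha high, DMSO low. Detection: immunofluorescence imaging. Buffer or medium: EGM-2, gelatin.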
# Casp6 inh: inhibitors of human caspase-6. P55212. actives 0.53% (n = 350,000). inhibition, % at 12.5 µM. purified caspase-6, Z-VEID-R110 cleavage fluorescence;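 active = mean inhibition across replicates at least about 35%, with every replicate also reaching that limit, limit read from the data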;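 note: 0% = median of neutral control wells and 100% = no fluorescence left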
# Target sequence (P55212 24-179 limits assumed): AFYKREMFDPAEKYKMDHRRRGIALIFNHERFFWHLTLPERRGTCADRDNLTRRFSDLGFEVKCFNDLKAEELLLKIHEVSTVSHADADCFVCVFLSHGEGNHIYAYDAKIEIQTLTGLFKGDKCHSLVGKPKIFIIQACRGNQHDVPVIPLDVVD
# Target sequence (P55212 194-293 limits assumed): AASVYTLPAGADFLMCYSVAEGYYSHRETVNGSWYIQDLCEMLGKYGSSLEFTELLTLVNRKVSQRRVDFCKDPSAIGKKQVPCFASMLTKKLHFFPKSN
# GSIS activator: GLuc luminescence reporter in INS-1E cells, primary screen for activators of glucose-dependent secretion of insulin; INS-1E GLuc reporter insulin secretion, 2-3 h; activation, % at 16.6 µM; actives 0.61% (n = 370,000); AID 743287;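 active = lowest replicate activation of at least 40%, so every replicate reaches that level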;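 note: 0% = median of neutral control wells and 100% = median of IBMX positive control wells; some compounds called inactive have numbers as strong as hits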
# RAD54 inh: blocks human RAD54 Holliday junction branch migration; AID 602329; inhibition, % at 10.4 µM; FAM/BHQ fluorescence; actives 0.14% (n = 360,000); Q92698;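 active = mean normalized replicate activity at least 40 and at least half of replicates scoring 40 or more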;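 note: 0% = median of neutral control wells and 100% = median of positive control wells; inhibitors cause a drop in the FAM fluorescence signal; in these data hits start at about 50%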
# Target sequence (Q92698 whole entry, looked up): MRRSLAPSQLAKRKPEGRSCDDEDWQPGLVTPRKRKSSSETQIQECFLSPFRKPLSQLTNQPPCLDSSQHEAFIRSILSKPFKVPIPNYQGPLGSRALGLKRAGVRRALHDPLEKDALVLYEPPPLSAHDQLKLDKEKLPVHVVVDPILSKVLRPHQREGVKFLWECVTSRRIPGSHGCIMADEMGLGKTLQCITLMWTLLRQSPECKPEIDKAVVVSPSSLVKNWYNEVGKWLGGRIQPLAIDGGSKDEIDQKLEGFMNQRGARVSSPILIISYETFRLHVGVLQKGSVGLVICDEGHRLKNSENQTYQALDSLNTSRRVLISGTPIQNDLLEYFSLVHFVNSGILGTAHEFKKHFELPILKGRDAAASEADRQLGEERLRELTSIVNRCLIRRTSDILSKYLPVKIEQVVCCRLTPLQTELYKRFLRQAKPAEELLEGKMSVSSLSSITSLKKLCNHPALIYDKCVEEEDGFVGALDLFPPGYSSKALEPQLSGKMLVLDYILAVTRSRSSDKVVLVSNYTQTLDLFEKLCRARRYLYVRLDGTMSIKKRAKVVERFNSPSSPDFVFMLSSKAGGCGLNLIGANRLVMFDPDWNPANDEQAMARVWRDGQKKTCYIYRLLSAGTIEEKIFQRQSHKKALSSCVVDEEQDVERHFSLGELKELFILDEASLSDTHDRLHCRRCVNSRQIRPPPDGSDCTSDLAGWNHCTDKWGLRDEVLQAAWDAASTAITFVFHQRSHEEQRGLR
# DENV2 CPE: DENV2-induced cell death inhibition; DENV2-infected cells, cytopathic effect rescue, plate reader; CPE inhibition, % at 9.99 µM; actives 1.7% (n = 350,000); in the data active = CPE inhibition above about 20%, passing the limit was not always enough; tested in BHK-21 cells;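 note: 0% = median of neutral control wells and 100% = median of positive control wells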
# CFTR F508del cor: CFTR F508del correction in bronchial cells; CFBE cells, YFP halide quenching; stimulated with forskolin plus potentiator P3; % fluorescence drop versus neutral controls; activity (quench increase), % at 7.58 µM; actives 0.36% (n = 350,000);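 active = mean added fluorescence quench of at least 8% versus neutral control, with both replicates also reaching 8%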;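 note: cells transiently co-express mutant CFTR-F508del with the halide-sensitive YFP; corrector assay measuring rescue of mutant channel to the surface after 24 h compound exposure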
# RAD52 anneal inh: RAD52 (human) annealing inhibition; P43351; actives 0.46% (n = 360,000); recombinant RAD52 DNA annealing, FRET fluorescence; inhibition, % at 18.7 µM;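 active = every replicate showing at least 50% inhibition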
# Xi reactivation: activators of X-chromosome reactivation in mouse fibroblasts; activation, % at 7.58 µM; XiGFP mouse fibroblasts, % GFP-positive cells imaging, 3 d; cells co-treated with 5-aza-dC sensitizer; scaled so ellipticine positive control = 100%; AID 743238; actives 0.055% (n = 360,000);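 active = mean normalized replicate activation at least 10% and every replicate at or above 10%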;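 note: 0% = median of on-plate neutral control wells and 100% = ellipticine 6 µM median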
#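 Assay system: SV40-immortalized XiGFP fibroblast cells, line 68-5-11; buffer or medium: DMEM plus 5-aza-dC sensitizer; compound: one concentration, pinned; timing: compounds 3 days, fix/stain 15 min at room temperature; benchmarks: positive control ellipticine, 6 µM final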
# Numbers without * were called inactive; . = no result given; & = joins results of further samples.
SMILES,E-sel inducer,Casp6 inh,GSIS activator,RAD54 inh,DENV2 CPE,CFTR F508del cor,RAD52 anneal inh,Xi reactivation
COc1ccc(/C(O)=C2/C(=O)C(=O)N(CCN(C)C)C2c2cccnc2)cc1OC (configuration not stated),.,-4,-4,.,-2,-3.4,-10,0.0
CC(C)NC(=O)NC(=O)COC(=O)c1ccccc1Oc1ccccc1,.,1,-16,10,.,.,1,.
O=C(c1ccccc1)N1CC(=O)N2[C@H](C1)[C@@H](c1ccc(C#Cc3ccccc3)cc1)[C@@H]2CO,-0.4,0,8,.,-2,0.5,-12,0.1
COc1ccc(CN2CCN(CCc3ccccc3)C(CCO)C2)c(O)c1 (configuration not stated),-0.3,1,-22,.,-5,2.6,-6,0.1
COc1ccc(NC(=O)NNC(=O)CCc2ccc(O)c(O)c2)cc1OC,0.6,2,36,-24,-2,0.9,-1,0.0
C[C@H](CO)N1C[C@H](C)[C@H](CN(C)C(=O)Nc2ccccc2F)Oc2cc(-c3ccc(F)cc3)ccc2S1(=O)=O,0.0,-3,-10,-1,26*,0.3,-16,0.6
COc1ccc2c3c(n(C)c2c1)[C@H](CO)N(C(=O)C1CCC1)CC31CCN(CC2CCCC2)CC1,0.0,-1,10,.,-5,-0.6,3,0.0
C[C@@H]1CN([C@@H](C)CO)C(=O)c2cc(NS(=O)(=O)c3cccs3)ccc2O[C@@H]1CN(C)S(=O)(=O)c1ccc(Cl)cc1,1.1,1,-10,12,0,-0.5,-8,0.0
COc1ccccc1CCN=C(N)NS(=O)(=O)c1cc(F)ccc1F,3.1,4,15,5,-2,1.6,-5,0.2
O=C(Oc1cccc(Nc2ncnc3ccccc23)c1)c1cccnc1,4.9,-1,.,3,-1,1.5,-32,0.1
NC(=O)C1CC(=O)N(c2ccc(OCC(=O)N3CCCC3)cc2)C1 (configuration not stated),0.0,-2,12,10,-1,0.7,-4,0.3
O=C(NCC1CCCO1)c1ccc([N+](=O)[O-])s1 (configuration not stated),.,1,0,.,-4,-0.6,2,0.5
CC(=O)Nc1ccc(Sc2ccccc2C(=O)O)cn1,.,7,-1,10,-4,-2.5,-13,0.0
COc1cccc(-c2cn(CC[C@H]3CC[C@H](NC(C)=O)[C@H](CO)O3)nn2)c1,-0.3,-1,13,-3,-1,-3.3,-5,-0.3
CN(C)N1C(N)=C(C#N)C(c2cccs2)C2=C1CCCC2=O (configuration not stated),.,10,-6,.,-3,.,-14,0.1
COC(=O)[C@]12CCCCC=C1N(Cc1cccc3ccccc13)C(=O)[C@H](CC(=O)NCC1CCCCC1)C2,0.0,0,1,.,-3,0.4,11,-0.1
Cc1cc(CNC(=O)C2CCC(=O)N(Cc3ccccc3F)C2)nn1C (configuration not stated),0.1,0,4,3,-6,-3.5,-2,0.0
COc1ccc(N2CCN(c3ccc(C(=O)O)cc3[N+](=O)[O-])CC2)cc1,2.7,0,-26,-7,8,1.5,-4,0.1
CCn1cc(S(=O)(=O)Nc2ccc(C)c(Cl)c2)cn1,.,1,-4,2,9,-2.9,-7,0.2
COc1ccc(CN=Cc2c(O)[nH]c3ccccc23)cc1,.,1,-6,.,2,0.4,-15,0.0

# Brought forward from above: 4 compounds; new compounds follow.
SMILES,E-sel inducer,Casp6 inh,GSIS activator,RAD54 inh,DENV2 CPE,CFTR F508del cor,RAD52 anneal inh,Xi reactivation
Cc1cc(CNC(=O)C2CCC(=O)N(Cc3ccccc3F)C2)nn1C (configuration not stated),0.1,0,4,3,-6,-3.5,-2,0.0
COc1ccc(N2CCN(c3ccc(C(=O)O)cc3[N+](=O)[O-])CC2)cc1,2.7,0,-26,-7,8,1.5,-4,0.1
CCn1cc(S(=O)(=O)Nc2ccc(C)c(Cl)c2)cn1,.,1,-4,2,9,-2.9,-7,0.2
COc1ccc(CN=Cc2c(O)[nH]c3ccccc23)cc1,.,1,-6,.,2,0.4,-15,0.0
N#CCSc1nnc2sc3ccccc3n12,.,1,1,12,-3,-3.7,-14,0.0
CC(C)c1ccc(C2c3[nH]c4ccccc4c3C[C@H]3C(=O)N(c4ccccc4C(=O)N4CCC[C@@H]4C(=O)O)C(=O)N23)cc1 (some centres not stated),.,1,-28,21,-4,-0.5,-2,.
CC(C)c1nc2cc(C(=O)N3CCN(c4cnccn4)CC3)ccc2o1,-0.1,-2,-14,-7,-5,0.8,-15,-0.1
Cc1noc(C)c1S(=O)(=O)N(C)C[C@H]1Oc2ccc(NC(=O)Cc3ccccc3)cc2CC(=O)N([C@H](C)CO)C[C@@H]1C,-2.8,.,3,-8,0,3.2,.,0.0
C[C@H](CO)N1C[C@H](C)[C@H](CN(C)C(=O)Nc2cccc3ccccc23)Oc2c(NS(=O)(=O)c3cn(C)cn3)cccc2C1=O,0.0,5,34,6,10,0.3,6,-1.0
Cc1ccc(NC(=O)N2CCCN(C(=O)OC(C)(C)C)CC2)cc1Cl,0.3,2,-28,1,-3,-0.4,-4,0.0
CCOC(=O)N1CCN(S(=O)(=O)c2ccc(OCC(=O)OC)c(Cl)c2)CC1,.,2,-1,-3,-7,2.5,0,.
C[C@H](CO)N1C[C@H](C)[C@H](CN(C)C(=O)Nc2ccc(F)cc2)Oc2ncc(C#Cc3ccc(F)cc3)cc2C1=O,.,-1,-23,5,2,-0.3,-3,-0.4
CCN(CC(=O)Nc1ccccc1C(F)(F)F)C(=O)C1=COCCO1,0.2,2,12,.,-4,-1.8,2,-0.1
N#C[C@@H]1[C@H](c2ccc(-c3ccccc3F)cc2)[C@H](CO)N1C(=O)C1CCC1,0.1,-1,-5,-14,-21,-1.6,-93,0.0
COc1ccc(CN(C(=O)/C=C/C(=O)c2ccc(OC)cc2O)C(C(=O)NC2CCCCC2)c2ccncc2)cc1 (configuration not stated),.,-2,-32,-7,-12,0.5,0,-0.1
Cn1c(SCC(=O)NCc2ccccc2)ncc(C(=O)Nc2ccccc2)c1=O,9.4,-3,25,-6,-1,0.5,-3,-0.1
C[C@H](NC(=O)C[C@H]1CC[C@@H]2[C@H](COC[C@@H](O)CN2C(=O)Nc2cccc(Cl)c2)O1)c1ccccc1,-0.1,4,-20,-2,-4,1.8,-1,0.3
O=C(N[C@H]1CC[C@H](CCn2cc(C3(O)CCCC3)nn2)O[C@@H]1CO)C1CCC1,0.3,-1,17,1,-1,-0.6,16,-0.7
Cc1cc(=O)n2[nH]c(NCc3ccccc3F)nc2n1,0.4,-3,1,-9,5,-1.3,-8,0.1
CCOC(=O)c1c(CSc2ccccc2)oc2ccc(O)cc12,.,2,-33,.,2,.,-11,-0.1
COc1cccc2c1C(=O)C[C@]1(CCCC[C@@H]1C)O2,0.0,2,7,3,-10,2.3,-22,0.0
COc1ccc(-c2csc3nc(C)nc(N4CCN(c5ccc(C(C)=O)cc5)CC4)c23)cc1OC,-2.2,6,13,0,.,-1.3,-9,0.3
COc1ccccc1NC(=O)CCc1nc(-c2ccccc2F)no1,2.6,-2,-5,2,4,2.0,-8,0.0
O=C(CSc1nnc(-c2cccnc2)o1)Nc1ccccc1Br,0.9,0,8,1,2,3.4,-1,0.3

# Part of the list above with just Casp6 inh and DENV2 CPE.
molecule	Casp6 inh	DENV2 CPE
N#C[C@@H]1[C@H](c2ccc(-c3ccccc3F)cc2)[C@H](CO)N1C(=O)C1CCC1	-1	-21
COc1ccc(CN(C(=O)/C=C/C(=O)c2ccc(OC)cc2O)C(C(=O)NC2CCCCC2)c2ccncc2)cc1 (configuration not stated)	-2	-12

# New compounds follow.
SMILES,E-sel inducer,Casp6 inh,GSIS activator,RAD54 inh,DENV2 CPE,CFTR F508del cor,RAD52 anneal inh,Xi reactivation
COCCCNC(=O)CC(NS(=O)(=O)c1ccc(C)cc1)c1ccc(OC)cc1 (configuration not stated),.,2,-2,5,1,2.0,-7,.
C[C@@H](CO)NC(=O)[C@H]1O[C@@H](n2ccc(=O)[nH]c2=O)[C@H](O)[C@@H]1O,-0.3,-1,12,-8,1,-2.4,-17,0.0
COc1ccc(C=O)cc1CN1CCCN(Cc2ccc(Cl)cc2)S1(=O)=O,0.1,0,-11,-12,-6,2.6,-7,0.0
CN1C(=O)c2cc(NS(C)(=O)=O)ccc2OC[C@@H]2O[C@@H](CC(=O)NC3CCCCC3)CC[C@H]21,0.2,0,9,4,-2,.,8,0.1
COc1cc(OC)c(NC(=O)c2csc(C)c2)cc1Cl,0.7,-1,10,-2,0,-1.3,-14,0.0
CCOc1ccc(-n2ccnc(SCC(=O)Nc3ccc(OC)cc3OC)c2=O)cc1,-1.7,2,-9,.,-4,1.2,-3,-0.1
COc1ccc(CCNc2ccc(S(=O)(=O)N3CCCC3)cc2[N+](=O)[O-])cc1,7.3,.,-21,-1,.,.,.,-0.1
O=C(NCc1nc2ccccc2[nH]1)C1=C[C@H](c2ccc3c(c2)OCO3)C[C@H](OCc2ccc(CO)cc2)O1,0.1,0&-4,-6,-2&3,-3&8,0.9&1.7,-9&-95,0.0
C[C@@H]1CCCCO[C@@H](CN(C)CC2CC2)[C@@H](C)CN([C@H](C)CO)C(=O)c2cc(NC(=O)Nc3ccc4c(c3)OCO4)ccc2O1,0.0,-14,23,5,-2,1.9,30,0.8
COC(=O)Cc1c(CSc2ccccc2)oc2ccc(O)c(CN(C)C)c12,0.5,-2,14,0,-2,-4.8,-4,0.0
COc1cccc(S(=O)(=O)Nc2ccc3c(c2)C(=O)N(C)C[C@H](OC)[C@@H](C)CN[C@@H](C)CO3)c1,0.0,2,5,-1,-8,-0.4,-9,-0.4
CCCNC(=O)Nc1ccc2c(c1)OC[C@@H](C)N(CCC)C[C@H](C)[C@H](OC)CN(C)C2=O,0.6,-4,-8,-2,-3,2.2,1,0.3
C=CCNC(=S)N/N=C/c1ccc(-c2ccc(OC)cc2)o1,3.4,0,4,.,1,-1.4,-32,0.1
CC(C)C#Cc1cnc2c(c1)C(=O)N([C@@H](C)CO)C[C@@H](C)[C@H](CN(C)C(=O)Nc1cccc(F)c1)O2,0.0,-1,-29,1,3,.,10,-0.8
CC[N+]1(CC)CC2=Cc3c(ccc4ccccc34)C(C)C2C1 (configuration not stated),-0.1,-4,0,39,-1,-1.3,33,0.3
CC(O)C(NS(=O)(=O)c1ccc(Cl)cc1)C(=O)OCC(=O)c1ccc2c(c1)NC(=O)CO2 (configuration not stated),0.0,0,14,13,2,-2.6,-9,0.1
O=C(Cc1ccc(F)cc1)NC1CCS(=O)(=O)C1 (configuration not stated),1.6,1,4,1,4,0.4,-11,-0.2
COc1ccccc1C(=O)NNC(=S)NC(=O)c1cccs1,1.0,-2,8,2,-6,-1.3,0,0.2
C[C@H]1CN([C@@H](C)CO)C(=O)c2cccc(NS(=O)(=O)c3ccc(F)cc3)c2O[C@H]1CN(C)S(=O)(=O)c1ccc(F)cc1,0.0,-2,-3,-5,-7,-2.8,-7,0.0
C[C@H]1CN([C@@H](C)CO)C(=O)Cc2cc(NS(C)(=O)=O)ccc2O[C@H]1CN(C)CC1CCCCC1,1.2,.,9,.,.,-0.7,.,-0.3
O=C(Nc1ccccc1C(=O)Nc1ccc(Br)cn1)c1ccccc1Cl,.,-1,-3,-1,-8,4.6,-8,0.2
O=C(C[C@@H]1C/C=C\CC[C@@H](Cc2ccc(F)cc2)C(=O)OC[C@@H]2CCCN2C1=O)N[C@H](CO)Cc1ccccc1,0.4,3,-9,1,5,-1.0,4,0.0
O=C1CSC(c2cccc(Cl)c2Cl)N1c1ccccn1 (configuration not stated),.,-3,29,.,-1,-1.7,-17,0.2
CCn1cc(CN(C)S(=O)(=O)c2cccc([N+](=O)[O-])c2)cn1,8.6,0,.,.,4,-4.1,-2,0.1
